# SENP6 block – inhibitors of human SENP6 protease | inhibition, % at 10 µM | hit rate 1.8% among 330,000 | Recombinant SENP6 catalytic domain, aminoluciferin luminescence | Q9GZR1;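 active means inhibition above about 50% at the single tested dose, limit read from the data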;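 further: plate controls were DMSO wells with enzyme for no effect and DMSO wells lacking enzyme for full effect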
# SENP8 block – SENP8 (human) protease inhibition; recombinant SENP8, Nedd8 substrate fluorescence; inhibition, % at 20 µM; hit rate 0.64% among 360,000; in the data active means inhibition mostly above about 40%, no sharp cut-off; inactive means mostly below about 27%
# Target sequence (Q96LD8 whole entry, looked up): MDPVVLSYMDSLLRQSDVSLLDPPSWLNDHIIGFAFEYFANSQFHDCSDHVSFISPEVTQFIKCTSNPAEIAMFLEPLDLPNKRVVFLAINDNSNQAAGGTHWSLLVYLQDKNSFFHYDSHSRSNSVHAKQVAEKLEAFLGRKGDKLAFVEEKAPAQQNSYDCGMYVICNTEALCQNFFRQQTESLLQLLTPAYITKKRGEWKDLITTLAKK
# MPTP block – blocks calcium-induced mitochondrial swelling; isolated mouse mitochondria, Ca2+ swelling absorbance, 30 min; inhibition, % at 10 µM; hit rate 1.4% among 360,000;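 active means inhibition of 50% or more, scaled per plate between neutral and stimulator controls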;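 further: 0% = DMSO wells given calcium and 100% = 1 mM EGTA wells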
# SENP1 inh – blocks the human SENP1 SUMO protease catalytic domain | recombinant SENP1 catalytic domain, CyPet-SUMO1-YPet FRET cleavage | AID 624204 | hit rate 0.21% among 360,000 | Q9P0U3 | inhibition, % at 10 µM;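 active means inhibition at least 30% at 10 µM, raw YFP signal under a set limit, fluorescence ratio 0.5 to 1.5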;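 further: 0% = enzyme with DMSO and 100% = no enzyme wells; some results filed as inactive read as strong as hits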
# Target sequence (Q9P0U3 419-644 limits assumed): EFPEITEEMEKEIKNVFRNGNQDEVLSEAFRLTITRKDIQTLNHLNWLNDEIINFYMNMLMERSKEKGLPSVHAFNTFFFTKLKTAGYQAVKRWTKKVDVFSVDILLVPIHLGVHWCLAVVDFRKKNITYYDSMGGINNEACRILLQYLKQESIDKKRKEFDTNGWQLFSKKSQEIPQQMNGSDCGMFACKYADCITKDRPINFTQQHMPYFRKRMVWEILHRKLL
#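 Controls: no-enzyme wells low, DMSO-plus-enzyme wells high control. Test system: human recombinant His6-tagged SENP1 catalytic domain enzyme. Reagent: SFCypet-SUMO1-SFYpet FRET protein substrate, 25 nM final. Doses: one dose per compound, 10 µM, 0.5% DMSO. Detection: FRET, CFP and YFP emission. Timing: 50 min reaction at room temperature.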
# ATG4B inhibitor – ATG4B (human) cysteine protease inhibition; Q9Y4P1; inhibition, % at 8.33 µM; ATG4B cleavage of LC3-PLA2, NBD-HPC fluorescence, 1 h; hit rate 0.51% among 340,000; in the data active means inhibition above about 40%
# PfG6PD inh – PfG6PD (Plasmodium falciparum) enzyme inhibition; inhibition, % at 20 µM; AID 504690; PfGluPho enzyme, NADPH resazurin-diaphorase fluorescence; hit rate 0.78% among 350,000;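 active means inhibition reaching at least a set limit at 20 µM in the primary screen, cut at about 59% in these data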;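 further: 0% = DMSO wells with substrate and 100% = DMSO wells lacking glucose-6-phosphate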
# NR3A LBD binder – NR3A (human) ligand-binding domain modulation; AID 1259313; NR3A LBD differential scanning fluorimetry, Tm shift; 0% = protein alone, 100% = glycine-bound protein; Tm shift relative to glycine control, % at 25 µM; hit rate 2.5% among 340,000;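 active means melting temperature shift of at least 10% of the positive control shift, at one fixed dose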
# hIAP activ – human IAP activation | hit rate 0.16% among 330,000 | purified human IAP, CDP-Star luminescence, 30 min; stronger effect = higher value; 1 = vehicle-only enzyme, 0 = enzyme-free background | activation factor at 10 µM | P09923;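 active means activation factor of the enzyme at least 2-fold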; further: the source names both 10 and 20 µM as test concentration; values of inactives mirror those of a sister screen read the other way
# Target sequence (P09923 whole entry, looked up): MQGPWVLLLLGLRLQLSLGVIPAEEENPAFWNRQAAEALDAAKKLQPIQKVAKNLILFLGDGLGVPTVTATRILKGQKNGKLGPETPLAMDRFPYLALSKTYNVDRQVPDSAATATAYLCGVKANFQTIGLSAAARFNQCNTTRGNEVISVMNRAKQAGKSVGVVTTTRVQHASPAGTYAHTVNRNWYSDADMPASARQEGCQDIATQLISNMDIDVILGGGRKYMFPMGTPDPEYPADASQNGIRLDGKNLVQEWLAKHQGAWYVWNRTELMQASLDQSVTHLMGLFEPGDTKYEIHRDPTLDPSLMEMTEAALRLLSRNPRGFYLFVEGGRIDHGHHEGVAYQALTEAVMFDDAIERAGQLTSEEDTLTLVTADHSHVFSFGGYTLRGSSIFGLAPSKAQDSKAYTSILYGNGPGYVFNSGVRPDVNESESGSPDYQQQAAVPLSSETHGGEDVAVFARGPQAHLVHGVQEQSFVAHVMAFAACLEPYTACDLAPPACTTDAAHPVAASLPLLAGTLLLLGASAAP
# Numbers without * were called inactive; x = no result given; & = joins results of further samples; ! = a repeat was not active.
SMILES,SENP6 block,SENP8 block,MPTP block,SENP1 inh,ATG4B inhibitor,PfG6PD inh,NR3A LBD binder,hIAP activ
CCCOc1cccc(-c2nc3ccccc3c(=O)o2)c1,-9,-6,5.2,3,1,8,3,1.1
COc1ccc(-c2nc3c(s2)CCc2onc(-c4ccc(Br)cc4)c2-3)cc1,-5,-96,0.8,-2,4,-10,-5,1
COC(C)(C)[C@@H](O)COc1c2ccoc2cc2oc(=O)ccc12,3,-105,-0.2,-2,-8,9,-1,0.79
CCOC(=O)N/N=C/c1cn(CCCOc2ccc(C)cc2)c2ccccc12,-10,15,3.8,2,41*,-8,-8,1
CC(=O)c1ccc(NC(=O)CN2CCN(c3ccccc3)CC2)cc1,15,2,0.9,-1,-2,7,-4,1
COc1ccc(/C=C(\C#N)c2cc(OC)c(OC)cc2[N+](=O)[O-])cc1,-18,-64,-0.3,-1,-5,19,2,0.74
COc1ccc2c(c1)C(=NO)c1cc(OC)ccc1-2,-3,34,-0.1,1,-7,5,-2,0.86
COc1ccccc1NC(=O)c1cc(S(=O)(=O)N2CCCCCC2)ccc1F,9,13,-0.9,1,-5,10,-8,0.79
CNc1nnc(-c2cc3ccccc3oc2=O)s1,-6,-312,-0.7,-17,-5,-5,0,0.27
CCOc1ccccc1NC(=O)Nc1cc(C(=O)O)ccc1C,-32,1,-2.2,0,8,-15,0,1.1
COc1cc(Cl)cc(C2NC(=S)NC(c3ccccc3)=C2C(C)=O)c1OCC(=O)O (stereo not given),9,8,-1.9,4,7,-16,-2,1.1
CC(C)n1cc([C@@H]2C[C@H]3CN(Cc4cccc(Cl)c4)C(=O)[C@]34CCCN24)cn1,-22,7,0.0,-1,-6,-2,0,1.3
COc1ccccc1CC(=O)Nc1ccc([N+](=O)[O-])cc1O,4,30,54*,4,-10,17,-13,1
CCOC(=O)c1cc(-c2ccccc2)n(CC(=O)Nc2ccc(OCC)cc2)c1C,-2,17,5.3,2,-3,-15,2,0.98
Cc1ccccc1NC(=S)Nc1ccc(Br)cc1,5,28,80*,-1,6,-1,-2,1.2

# 3 compounds from above, sorted by heavy-atom count, lowest first:
SMILES,SENP6 block,SENP8 block,MPTP block,SENP1 inh,ATG4B inhibitor,PfG6PD inh,NR3A LBD binder,hIAP activ
CCOc1ccccc1NC(=O)Nc1cc(C(=O)O)ccc1C,-32,1,-2.2,0,8,-15,0,1.1
COc1ccc(/C=C(\C#N)c2cc(OC)c(OC)cc2[N+](=O)[O-])cc1,-18,-64,-0.3,-1,-5,19,2,0.74
CCOC(=O)N/N=C/c1cn(CCCOc2ccc(C)cc2)c2ccccc12,-10,15,3.8,2,41*,-8,-8,1

# Next part:
SMILES,SENP6 block,SENP8 block,MPTP block,SENP1 inh,ATG4B inhibitor,PfG6PD inh,NR3A LBD binder,hIAP activ
CCOC(=O)C1(CC2CC2)CCN(Cc2ccc(OC)cc2F)CC1,-8,18,7.4,1,-9,7,0,1.1
COc1ccc([C@@H]2[C@@H]3C(=O)N(C(C)(C)C)C(=O)[C@@H]3[C@]3(Cc4ccc(Cl)cc4)C(=O)N(c4cccc(F)c4)C(=O)N23)cc1,3,8,1.2,3,-5,12,-4,1
CNC(=O)Cn1c(C)cc(=O)c2cccc(OC)c21,2,-130,0.7,-1,-4,4,1,0.99
Cc1cc(OCC(=O)Nc2ccc(Br)cc2)cc2c1C(=O)CC(C)(C)O2,-8,41*,62*,1,-2,2,0,0.92
COc1ccccc1CNC(=O)COc1ccc(C)nc1[N+](=O)[O-],-1,23,-3.9,-1,-1,-6,1,1
CC(=O)c1cc2c(=O)c3cc(C)ccc3oc2nc1C,75*,-144,-7.1,1,0,-9,1,0.97
Cc1ccc(CCNC(=O)C23CN(Cc4ccccc4)CC2C(c2ccc([N+](=O)[O-])cc2)=NO3)cc1 (stereo not given),-4,13,-1.3,2,12,15,-1,0.8
O=C1NCC(Nc2ccccc2)C(=O)N1 (stereo not given),x,4,1.0,3,-9,6,2,x
Cc1ccc(N2CC(C(=O)N3CCc4ccccc43)CC2=O)cc1 (stereo not given),3,6,-0.2,2,3,-6,-3,1.2
Cc1nn2c(Nc3ccc(F)cc3)c3c(nc2c1-c1ccccc1)CCC3,-15,-226,2.7,1,0,14,1,1.2
CC(C)(C)C(=O)Nc1nnc(COc2ccc(Cl)cc2)s1,-4,2,-2.1,-4,-8,18,2,1
Oc1ccccc1C1=Nc2nc3ccccc3n2C(c2ccccc2)C1 (stereo not given),79*,-407,2.4,8,-6,9,-8,0.79
COc1cccc(OC)c1/C=C/C(=O)NC1CCCCC1,-31,1,0.7,-2,3,-11,1,1.1
Cc1ccc(S(=O)(=O)c2nc(S(C)(=O)=O)sc2N2CCCCC2C)cc1 (stereo not given),-6,12,0.8,-2,-6,-2,-1,1.1
COc1ccc(N2CCN(C(=O)CSc3nnc(C)c(=O)[nH]3)CC2)cc1,8,8,1.0,0,0,-3,1,0.99
CC(C)C(=O)N=C1SC2CS(=O)(=O)CC2N1Cc1ccccc1 (stereo not given),-9,20,-0.4,1,-3,8,-2,1.1
CCC(=O)C1CCCN(C(=O)c2ccc(OC3CCN(C(=O)c4cccnc4)CC3)cc2)C1 (stereo not given),20,-2,3.4,3,-5,-4,2,1.3
COc1ccc(NC(=O)Cn2c(=O)sc3ccccc32)cc1,-12,0,8.7,3,-7,-1,2,0.91
NC(=O)N/N=C/c1c(F)cccc1F,0,8,-1.1,0,-1,1,-1,0.95
O=C(c1cc(Br)ccc1Cl)N1CCCC1,2,6,0.7,0,-8,-8,-1,0.95
O=C(O)CCCNC(=O)/C(=C\c1ccc(Cl)cc1)NC(=O)c1ccccc1Br,-24,16,-2.0,2,-5,-16,0,1.1
CC(=O)Nc1ccc(OCC(O)CN2C(C)(C)CC(O)CC2(C)C)cc1 (stereo not given),-11,8,-1.0,1,6,-13,1,1
CC(C)OP(=O)(OC(C)C)C1(O)C(=O)Nc2ccc(Br)cc21 (stereo not given),-12,-84,-0.1,-4,6,15,0,1
CC(C)Sc1cc(N2CCCC2)nc(-c2ccc(F)cc2)n1,5,14,3.4,0,-3,4,0,1.1
OCc1ccccc1OCCCOc1cccc2cccnc12,-9,-115,0.3,3,-2,13,0,0.95
O=c1onc(-c2ccccc2)n1-c1cc(Cl)cc(Cl)c1,1,17,0.4,3,1,-11,-2,0.99
COC(=O)c1nn(-c2cccc(C)c2)c2nnc(Cc3ccccc3)c(=O)n12,4,6,18,2,1,-6,-4,0.79
CC(C)(C)c1nnc(NC(=O)Nc2ccc(Cl)cc2)s1,0,15,58*,2,-3,7,0,0.94
CN1C(=O)/C(=C\c2cc(N=Nc3ccccc3)ccc2O)SC1=S,32,49*,100*,8,-1,10,-2,0.62
Cc1ccc(N(CCC#N)C(=O)CN2C(=O)NC(Cc3ccccc3)C2=O)cc1 (stereo not given),-18,5,0.4,1,-1,13,-1,1

# Three entries from above, with two lines to a compound.
# Every second line gives: SENP6 block | SENP8 block | MPTP block | SENP1 inh | ATG4B inhibitor | PfG6PD inh | NR3A LBD binder | hIAP activ
> Cc1ccc(N(CCC#N)C(=O)CN2C(=O)NC(Cc3ccccc3)C2=O)cc1 (stereo not given)
 : -18 | 5 | 0.4 | 1 | -1 | 13 | -1 | 1
> COc1ccc(NC(=O)Cn2c(=O)sc3ccccc32)cc1
 : -12 | 0 | 8.7 | 3 | -7 | -1 | 2 | 0.91
> O=c1onc(-c2ccccc2)n1-c1cc(Cl)cc(Cl)c1
 : 1 | 17 | 0.4 | 3 | 1 | -11 | -2 | 0.99

# Back to the main list; the 3 compounds before the break are reprinted first.
SMILES,SENP6 block,SENP8 block,MPTP block,SENP1 inh,ATG4B inhibitor,PfG6PD inh,NR3A LBD binder,hIAP activ
CC(C)(C)c1nnc(NC(=O)Nc2ccc(Cl)cc2)s1,0,15,58*,2,-3,7,0,0.94
CN1C(=O)/C(=C\c2cc(N=Nc3ccccc3)ccc2O)SC1=S,32,49*,100*,8,-1,10,-2,0.62
Cc1ccc(N(CCC#N)C(=O)CN2C(=O)NC(Cc3ccccc3)C2=O)cc1 (stereo not given),-18,5,0.4,1,-1,13,-1,1
CCN(CC)CC(=O)Nc1c(C)cc(C(C)(C)C)cc1C,-17,34,9.3,0,-2,1,-1,0.94
CCOc1ccc(OCC(=O)Nc2ccccc2C(F)(F)F)cc1,-7,16,0.7,1,12,17,2,0.88
Cn1c(N)c(C(=O)COC(=O)COc2ccc3ccccc3c2)c(=O)n(C)c1=O,-1,-7,-0.7,-2,-6,3,-11,1.1
O=c1nc(N/N=C/c2c[nH]c3ccccc23)cn[nH]1,39,31,0.7,-2,-9,7,-1,1.3
COc1ccc(-c2noc(C3CCCN(C(=O)c4cccc(F)c4)C3)n2)cc1 (stereo not given),7,2,4.5,2,-2,-7,1,1.6
CCSc1ccccc1C(=O)N1CCN(c2ccc([N+](=O)[O-])cc2)CC1,-24,26,-0.8,-6,-8,19,-3,0.81
Cc1cnc(CNC(=O)C2CCC(=O)N(Cc3ccc(Cl)cc3)C2)[nH]1 (stereo not given),3,8,-1.8,1,19,-4,-2,1.2
O=C(CCCn1c(=O)[nH]c2ccsc2c1=O)N1CCN(c2ccccn2)CC1,2,5,-1.7,2,10,10,-1,0.99
CC(C)Oc1nnnn1-c1ccccc1,-8,5,-2.2,-1,0,-11,-1,1.1
COc1cc2c(cc1OC)C(C)N(C(=O)c1nccnc1C(=O)O)CC2 (stereo not given),-13,-29,-1.4,2,-1,2,1,1.3
Cc1cc(N/N=C/c2c(O)ccc3ccccc23)nc(-c2ccccc2O)n1,-5,-61,66*,-10,24,4,14*,1.2
COc1ccc(-n2c(SCC(=O)Nc3ccc4c(c3)OCO4)nnc2C(C)N2CCCCC2)cc1 (stereo not given),-6,16,0.3,0,-16,0,-1,1
COC(=O)c1ccc(OC(=O)C2CSC3(C)CCC(=O)N23)cc1 (stereo not given),1,11,-0.9,2,6,-8,0,0.97
COc1ccccc1N=c1scc(-c2ccc3c(c2)NC(=O)CO3)n1CC1CCCO1 (stereo not given),-11,21,64*,0,-5,10,2,1
COc1ccc2nc(C(F)(F)Cl)c(C#N)c(N)c2c1,-8,-15,19,-4,-12,14,0,0.98

# Entries listed so far that bear a hit mark in ATG4B inhibitor:
SMILES,SENP6 block,SENP8 block,MPTP block,SENP1 inh,ATG4B inhibitor,PfG6PD inh,NR3A LBD binder,hIAP activ
CCOC(=O)N/N=C/c1cn(CCCOc2ccc(C)cc2)c2ccccc12,-10,15,3.8,2,41*,-8,-8,1

# Remaining list, next part:
SMILES,SENP6 block,SENP8 block,MPTP block,SENP1 inh,ATG4B inhibitor,PfG6PD inh,NR3A LBD binder,hIAP activ
CC(=O)N(O)CCCCCNC(=O)CCC(=O)N(O)CCCCCNC(=O)CCC(=O)N(O)CCCCCN,-2,50*!,0.6&0.9,2&1,-5&2,-9&-13,0&-1,1.5
COc1ccc(CN(C)C(=O)c2ccc(NC(=O)CC3SC(N4CCCC4)=NC3=O)cc2)c(OC)c1 (stereo not given),7,2,-1.3,2,-8,1,x,0.99
Cc1ccccc1Cn1cc(NC(=O)c2nn(C)cc2Cl)cn1,-2,12,-4.2,1,4,-3,-4,1
COc1cc(COCC(O)CN2CCN(Cc3ccccc3)CC2)cc(OC)c1OC (stereo not given),-5,14,1.0,1,-8,-1,-2,0.97
COc1ccccc1NC(=S)N(CCN(C)C)C(C)c1ccncc1 (stereo not given),5,28,2.0,2,2,-13,0,1.1

# Screening data deposited in PubChem by Sanford-Burnham Center for Chemical Genomics.
